# Source: PubChem
# PLCb3 inh: blocks human PLC-beta3 enzyme activity. Q01970. Purified PLC-beta3, fluorogenic substrate, fluorescence. inhibition, % at 12.2 µM. 370,000 compounds, 0.18% hits. AID 720704; in the data active = inhibition above about 11%;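 note: 0% = median of compound wells on plate and 100% = full blocker control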
# proKLK7 act: activators of human kallikrein-7 zymogen | P49862 | purified proKLK7, EDANS-DABCYL substrate fluorescence; 100% is mature enzyme control, 0% vehicle | activation, % at 7 µM | 370,000 compounds, 0.9% hits;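 active = activation above the mean of all tested compounds plus 3 SD, computed per campaign excluding outliers beyond control limits, cut at about 13% in these data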
# Target sequence (P49862 whole entry, looked up): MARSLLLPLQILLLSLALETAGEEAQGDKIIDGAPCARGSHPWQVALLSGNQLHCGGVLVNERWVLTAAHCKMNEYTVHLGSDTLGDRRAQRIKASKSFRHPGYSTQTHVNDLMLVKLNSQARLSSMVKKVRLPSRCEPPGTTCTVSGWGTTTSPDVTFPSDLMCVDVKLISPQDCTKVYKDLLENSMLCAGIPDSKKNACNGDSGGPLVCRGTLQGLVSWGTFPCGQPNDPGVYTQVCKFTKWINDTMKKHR
# Tn7 DDE FP: inhibitors of Tn7 peptide binding to human fibrin DD(E); P02675; FP displacement of FITC-Tn7 peptide from fibrin DD(E); 0% = median of compound wells per plate; inhibition, % at 8.3 µM; 370,000 compounds, 0.13% hits; AID 720508;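 active = inhibition above the mean of compounds falling within the control limits plus 3 SD of them, cut at about 14% in these data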;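 note: 0% = plate median of compound wells and 100% = 10 µM Aha-Tn7 peptide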
#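 Assay system: Fibrin-DD(E) protein isolated from polymerized human fibrin clots; read-out basis: percent inhibition; medium: Tris/NaCl/CaCl2 buffer, pH 7.8; signal: FP measurement; incubation: 10 min plus 3 h, room temperature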
# UHRF1 binding: UHRF1 methyl-DNA binding inhibition; Q96T88; 370,000 compounds, 0.75% hits; UHRF1 binding to methylated oligo, TR-FRET; inhibition, % at 4.4 µM; in the data active = inhibition above about 21%;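 note: UHRF1 SRA domain binding a hemimethylated CpG hairpin DNA probe; 0% = median of test compound wells and 100% = reference inhibitor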
# MBD2 inh: blocks human MBD2 binding to methylated DNA; TR-FRET, MBD2 binding to methylated oligonucleotide; AID 686964; 370,000 compounds, 0.31% hits; inhibition, % at 4.4 µM; Q9UBB5; in the data active = inhibition above about 13%
# Tn6 DDE FP: DD(E)-Tn6 binding inhibition, primary FP screen. 370,000 compounds, 0.21% hits. P02675. inhibition, % at 8.3 µM. Fibrin DD(E) TRITC-Tn6 fluorescence polarization displacement;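 active = inhibition above a per-campaign cutoff: mean of compounds within control limits plus 3 SD, cut at about 15% in these data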;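 note: 0% = median of all compound wells on the plate and 100% = blocking peptide control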
# ASAP1 GAP inh: inhibitors of human ASAP1 ArfGAP activity; Q9ULH1; ASAP1-stimulated ARF1 GTP hydrolysis, GDP FP detection; inhibition, % at 16.5 µM; 360,000 compounds, 0.19% hits; AID 624377; in the data active = inhibition above about 25%;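 note: 0% = vehicle with enzyme and substrate and 100% = no enzyme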
# Target sequence (Q9ULH1 325-724 limits assumed): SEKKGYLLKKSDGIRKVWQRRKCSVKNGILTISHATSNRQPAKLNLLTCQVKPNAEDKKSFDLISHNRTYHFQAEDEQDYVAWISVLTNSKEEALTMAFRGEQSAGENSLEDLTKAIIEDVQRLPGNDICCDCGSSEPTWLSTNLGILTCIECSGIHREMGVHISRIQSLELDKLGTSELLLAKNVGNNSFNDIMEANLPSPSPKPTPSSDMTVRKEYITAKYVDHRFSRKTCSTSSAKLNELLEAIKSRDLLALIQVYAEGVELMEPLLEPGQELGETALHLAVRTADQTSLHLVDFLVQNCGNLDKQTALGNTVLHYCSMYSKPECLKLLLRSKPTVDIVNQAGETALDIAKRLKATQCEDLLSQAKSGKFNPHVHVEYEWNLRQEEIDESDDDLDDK
# ARFGAP1 inh: inhibits rat ARF GTPase activating protein 1; AID 651572; Arfgap1-stimulated ARF1 GTP hydrolysis, GDP FP detection; 360,000 compounds, 0.26% hits; inhibition, % at 16.5 µM;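 active = inhibition above a per-plate limit, mean inhibition of low control wells plus 3 SD, cut at about 25% in these data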;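 note: 0% = DMSO wells with enzyme and 100% = wells lacking Arfgap1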
# Target sequence (Q62848 1-136 limits assumed): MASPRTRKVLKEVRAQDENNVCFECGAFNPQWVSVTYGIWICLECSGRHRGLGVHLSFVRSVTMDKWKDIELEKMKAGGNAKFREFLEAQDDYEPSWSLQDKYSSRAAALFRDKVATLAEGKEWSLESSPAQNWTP
#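 Replicates: Single well per compound | Assay system: Truncated rat Arfgap1 GAP domain | Control set: No-Arfgap1 wells (100%) versus DMSO full-reaction wells (0%) | Times: Enzyme reaction 120 min at 25 °C after 20 min preincubation | Reagent: Human ARF1(Δ1-17)-GTP substrate | Measured by: Tracer-displacement fluorescence polarization with EDTA stop, 620/688 nm | Measure: Percent inhibition of Arfgap1-stimulated GTP hydrolysis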
# PLCg1 inh: inhibitors of human phospholipase C gamma1 | purified PLC-gamma1, fluorogenic substrate, fluorescence | inhibition, % at 12.2 µM | 370,000 compounds, 0.84% hits | AID 720700; in the data active = inhibition above about 9.5%
# ADAM17 inh: ADAM17 inhibition, QFRET primary screen; P78536; inhibition, % at 6.95 µM; recombinant ADAM17, EDANS/DABCYL FRET peptide cleavage; 370,000 compounds, 0.83% hits;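 active = inhibition above the mean of compounds lying between control limits plus 3 SD, set per campaign, cut at about 8.5% in these data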;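 note: 0% = DMSO-only wells as the low control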
# * marks the source's active call; other numbers are inactive results.
SMILES,PLCb3 inh,proKLK7 act,Tn7 DDE FP,UHRF1 binding,MBD2 inh,Tn6 DDE FP,ASAP1 GAP inh,ARFGAP1 inh,PLCg1 inh,ADAM17 inh
COc1ccccc1NC(=O)COc1ccc(CO)cc1Cl,0,0.6,-1,-5,1,9,-14,0,0,0
COc1ccccc1C(=O)COC(=O)c1ccccc1OCC(=O)Nc1ccc(SC(F)F)cc1,1,0.0,-15,14,-1,1,7,10,4,-1
COc1ccc([N+](=O)[O-])cc1N(CC(O)Cn1nnc2ccccc21)S(=O)(=O)c1ccc(C)cc1 (configuration not stated),12*,0.7,0,6,4,0,-8,-4,9,7
O=C(COc1cc(Cl)c(Cl)cc1Cl)NCCc1ccccn1,-4,-0.2,3,3,2,-3,0,2,6,-3
CC(C)c1ccc(-c2nnn(CCC#N)n2)cc1,2,0.6,-1,-2,2,-2,6,-3,4,-2
CC(C)(C)C(=O)/C=C1\SCC(=O)N1CC(=O)N1CCN(c2ccccc2)CC1,-5,-0.1,-2,1,8,-1,-6,14,-1,-3
COc1ccc(/C=C2\SC(=S)N(CC(=O)NC3CCS(=O)(=O)C3)C2=O)cc1 (configuration not stated),-3,-0.3,0,0,2,-7,-3,-5,0,-1
COC(=O)C1=C(Nc2ccccc2NC(=O)CCCC(=O)O)CSC1,-4,-0.6,-4,-4,3,-2,10,6,-1,-1
Cc1cccc(NC(=O)COc2nsnc2N2CCOCC2)c1,4,-0.1,1,-1,-1,-1,4,9,7,1
O=C(NC(=S)N1CCOCC1)C12CCC3CC(CC(C3)C1)C2,2,-0.6,-2,-4,1,2,2,-6,2,0
COc1ccc(/C=C/C(=O)NC(=S)NNC(=O)c2cccnc2)cc1OC,-60,0.5,0,-1,-4,3,-16,-2,-51,-7
COc1ccc(CCNC(=O)c2cc(-c3ccccn3)nc3c(Cl)cccc23)cc1OC,-4,-0.3,1,0,3,1,7,0,-3,-5
O=C(COc1ccc2ccccc2c1)N1CCN(c2ccccc2)CC1,-4,1.0,6,-2,-5,12,13,-6,2,-3
S=C1CCC(c2ccc(Br)cc2)=NN1c1ccccc1,-3,0.1,1,-1,-5,6,-1,11,2,-2
Brc1cccc(/C=N\n2cnnc2)c1,2,-0.5,-8,-1,-1,2,4,2,1,0
Cc1cc(=O)oc2c(C)c(OC(C)C(=O)NC3CCN(Cc4ccccc4)CC3)ccc12 (configuration not stated),-11,-1.2,5,5,5,-6,-2,3,-1,-10
O=C(NCCCCc1ccccc1)c1cccc(NC(=O)C2CCCC2)c1,1,0.6,-1,1,8,-10,2,-3,-1,-1
C/C(O)=C\c1nc(=O)c2c(C)cc(C)nc2n1-c1ccccc1,-5,-1.0,8,1,-1,4,-2,-7,-6,-3
Cc1nnc(SCC2=C(C(=O)O)N3C(=O)C(NC(=O)c4cc(F)c(F)cc4Cl)C3SC2)s1 (configuration not stated),-1,0.4,-11,1,3,1,2,6,1,-2
CC(C)Cn1c(N)c(C(=O)COC(=O)/C=C/c2cccs2)c(=O)n(C)c1=O,-3,0.0,-1,-4,-2,6,-10,6,0,2

# Sorted by molecular weight (largest number first): part of the list above.
SMILES,PLCb3 inh,proKLK7 act,Tn7 DDE FP,UHRF1 binding,MBD2 inh,Tn6 DDE FP,ASAP1 GAP inh,ARFGAP1 inh,PLCg1 inh,ADAM17 inh
COc1ccccc1C(=O)COC(=O)c1ccccc1OCC(=O)Nc1ccc(SC(F)F)cc1,1,0.0,-15,14,-1,1,7,10,4,-1
COc1ccc([N+](=O)[O-])cc1N(CC(O)Cn1nnc2ccccc21)S(=O)(=O)c1ccc(C)cc1 (configuration not stated),12*,0.7,0,6,4,0,-8,-4,9,7
COc1ccc(CCNC(=O)c2cc(-c3ccccn3)nc3c(Cl)cccc23)cc1OC,-4,-0.3,1,0,3,1,7,0,-3,-5
COc1ccc(/C=C2\SC(=S)N(CC(=O)NC3CCS(=O)(=O)C3)C2=O)cc1 (configuration not stated),-3,-0.3,0,0,2,-7,-3,-5,0,-1
CC(C)(C)C(=O)/C=C1\SCC(=O)N1CC(=O)N1CCN(c2ccccc2)CC1,-5,-0.1,-2,1,8,-1,-6,14,-1,-3
COC(=O)C1=C(Nc2ccccc2NC(=O)CCCC(=O)O)CSC1,-4,-0.6,-4,-4,3,-2,10,6,-1,-1
O=C(COc1ccc2ccccc2c1)N1CCN(c2ccccc2)CC1,-4,1.0,6,-2,-5,12,13,-6,2,-3
Cc1cccc(NC(=O)COc2nsnc2N2CCOCC2)c1,4,-0.1,1,-1,-1,-1,4,9,7,1
O=C(NC(=S)N1CCOCC1)C12CCC3CC(CC(C3)C1)C2,2,-0.6,-2,-4,1,2,2,-6,2,0
C/C(O)=C\c1nc(=O)c2c(C)cc(C)nc2n1-c1ccccc1,-5,-1.0,8,1,-1,4,-2,-7,-6,-3
Brc1cccc(/C=N\n2cnnc2)c1,2,-0.5,-8,-1,-1,2,4,2,1,0
CC(C)c1ccc(-c2nnn(CCC#N)n2)cc1,2,0.6,-1,-2,2,-2,6,-3,4,-2

# Continuation:
SMILES,PLCb3 inh,proKLK7 act,Tn7 DDE FP,UHRF1 binding,MBD2 inh,Tn6 DDE FP,ASAP1 GAP inh,ARFGAP1 inh,PLCg1 inh,ADAM17 inh
Cn1cccc1CC(=O)NNC(=S)NC(=O)c1ccccc1Br,-6,0.0,-5,-4,-8,11,-7,5,2,1
CCCNC(=O)CCNC(=O)[C@H](O)C(C)(C)CO,-1,-0.2,-4,-2,2,-3,6,3,4,0
COc1ccccc1NC(=O)N1CCCC1C(=O)NCCc1ccccc1 (configuration not stated),-6,-0.7,7,2,5,-4,-25,2,0,-4
CN1C(=O)NC(c2ccccc2Cl)C2=C1CC(C)(C)CC2=O (configuration not stated),-7,-0.6,8,2,4,2,-4,-8,0,-4
CC1(c2ccc(Cl)cc2)NC(=O)N(CC(=O)NCc2cccs2)C1=O (configuration not stated),3,-0.9,-5,-4,-4,-7,8,5,6,-1
Cc1cc(C)cc(NC(=O)CCc2ccc(C)o2)c1,-5,-0.4,-5,-2,-6,-1,-1,2,1,0
CC(C)NS(=O)(=O)c1ccc(N2C(=O)c3ccccc3C2=O)cc1,4,0.5,-1,-2,-3,2,-7,-16,1,-2
CCN1CCN(Cc2ccc(OC)c(OCc3ccccc3)c2)CC1,1,-0.5,0,-1,1,1,-7,1,-2,-2
Cc1ccc(-n2nnc3ccccc3c2=O)cc1C,-2,0.5,4,-3,1,0,8,3,1,0
NCc1csc(NC(=O)Nc2cccc(Cl)c2)n1,1,0.1,-10,2,4,-9,-5,0,-1,1
CCOC(=O)C(=O)Nc1cc(Cl)ccc1C,3,0.6,2,-2,1,5,12,-5,0,-2
CC(C)(C)C(=O)Nc1nnc(SCC(=O)NCc2ccco2)s1,-2,-0.1,3,1,6,-2,4,-11,-1,-7
O=c1[nH]c2ccccc2n1Cc1ccccc1,4,0.3,2,-2,-6,8,9,-12,2,1
CSc1nc2sc3c(c2c2nnnn12)CCCC3,-19,0.4,5,-2,3,-6,-18,2,-4,-12
O=C(CSc1nnc(NC(=O)C2CC(=O)N(c3ccccc3)C2)s1)NCc1ccco1 (configuration not stated),-9,-1.0,-6,0,-4,12,8,-9,1,-5
CC(N)c1csc(NC(=O)c2cc(C(C)(C)C)nn2Cc2ccccc2)n1 (configuration not stated),-6,-0.2,0,-1,-1,9,9,11,-3,-1
Fc1cc(F)cc(NC(=S)N2CCC(c3ccccc3)C2)c1 (configuration not stated),-5,0.2,0,0,0,0,12,1,0,-2
CC(=O)N(c1ccc2oc(=O)sc2c1)S(=O)(=O)c1cccs1,2,-0.6,6,-3,2,-5,6,0,-1,2
O=C(Nc1cccc(NC(=O)c2cccc(Cl)c2)c1)c1cccnc1,-2,-0.7,5,-2,-5,0,-13,-20,0,1
O=C1CCC2CN3CCc4c([nH]c5ccccc45)C3CC2C1 (configuration not stated),-138,-0.3,-4,4,-1,3,-2,-7,-117,-11
COc1cc2c(cc1OC)C1=C(C#N)CC/C(=N\S(=O)(=O)c3cccc(Cl)c3)N1CC2,-36,0.4,3,0,-3,3,12,15,-25,-5
C=CCn1c(COc2ccc(F)cc2)nnc1SCC(=O)Nc1cccc(S(N)(=O)=O)c1,-3,0.6,2,8,8,-9,-4,-1,0,-4
O=C1/C(=C/c2ccc(S(=O)(=O)O)cc2S(=O)(=O)O)CCc2ccccc21,-1,0.7,3,1,3,-2,5,7,-1,-5
O=C(CCCCCN1C(=O)[C@@H]2Cc3ccccc3CN2C1=O)NCCc1ccccc1,-6,-0.2,1,-1,-1,-6,-6,2,1,-1
Cc1cccc(C(=O)OCC(=O)NCc2cccs2)c1,-1,-0.4,2,3,2,3,4,7,-1,-4
Cc1cccnc1NC(=O)C1CCN(S(=O)(=O)c2ccc3c(c2)CCC(=O)N3)CC1,1,-0.2,7,-1,-4,-1,-3,-7,-1,-1
CC(=O)Nc1ccc(C(=O)OCC(=O)Nc2ccc(N3CCOCC3)cc2)cc1,-6,-0.2,-5,3,5,1,-1,-7,-1,-7
Cc1csc(N2CCN(c3cc4c(cc3Cl)nc(-c3ccncc3)n4CCCN3CCCC3)CC2)n1,-57,-0.2,7,0,1,8,8,12,-43,-10
COc1cccc(NC(=O)CSc2nc(C3CC3)nc3ccccc23)c1,-3,0.3,3,-2,0,-4,-10,-8,-2,-2
CC(C)(C)c1cc(C(=O)N2CCN(c3ncccn3)CC2)ccn1,0,0.4,-8,0,-3,0,-1,-4,2,-2
CCOC(=O)C(C)n1cnc2sc(C)c(C)c2c1=O (configuration not stated),-1,0.5,-2,3,3,5,4,-8,-3,-7
CC(C)(C)c1cc(=O)n2[nH]c(N)nc2n1,0,-0.2,-1,-2,-6,0,6,0,0,-1
COc1ccccc1-c1cn[nH]c1-c1ccc(OCc2ccccc2)cc1O,-3,-0.4,-1,-3,1,-4,16,18,2,2
COc1ccc(-c2ncccc2OC(=O)C23CC4CC(CC(C4)C2)C3)cc1,-20,1.3,-2,3,3,-4,-11,-4,-12,-42
Cc1cc(NC(=O)CCC(=O)N(Cc2cccs2)C(C(=O)NC2CCCC2)c2cccnc2)no1 (configuration not stated),2,0.2,-6,1,0,5,0,17,8,3
Cc1ccc(NC(=S)NCc2cccn2C)cc1,-14,0.5,2,-2,3,-3,-4,-5,-11,-7
